# MEP2 TOR yeast – alters MEP2-GFP fluorescence in TOR pathway yeast screen; S. cerevisiae MEP2-GFP strain, flow cytometry GFP, 3 h; 100% = DMSO control level; GFP response vs DMSO, % at 10 µM; 330,000 compounds, 0.51% hits; AID 2016;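 active means GFP response versus DMSO above a set limit, roughly screen mean plus 3 SD, cut at about 180% in these data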;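 further: median GFP fluorescence of the barcode-gated MEP2-GFP cells per well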
# LAP4-GFP MLPCN – alters LAP4-GFP fluorescence in TOR pathway yeast screen. GFP response vs DMSO, % at 10 µM. S. cerevisiae LAP4-GFP multiplex, flow cytometry GFP, 3 h; median GFP as percent of DMSO wells. 320,000 compounds, 0.34% hits;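 active means GFP response vs DMSO above a set limit, about the screen mean plus 3 SD, cut at about 150% in these data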
# RPL19A TOR yeast – yeast TOR pathway RPL19A-GFP modulation; S. cerevisiae RPL19A-GFP strain, flow cytometry, 3 h; hits give low values; percent response vs DMSO, % at 10 µM; 330,000 compounds, 0.3% hits; AID 2025;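 active means percent response vs DMSO below 50%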;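 further: median channel GFP fluorescence of the barcoded RPL19A-GFP strain; ratio of sample median GFP to plate DMSO average so 100% = DMSO; lower means less RPL19A-GFP as with rapamycin TOR inhibition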
# ZTA counter – blocks Epstein-Barr virus ZTA, an EBNA-1 counter-screen; P03206; ZTA-DNA binding, fluorescence polarization; inhibition, % at 11 µM; 320,000 compounds, 0.15% hits; AID 2234; in the data active means inhibition above about 33%
# procasp3 activ – procaspase-3 (human) activation | activation, % at 8.5 µM | 330,000 compounds, 0.11% hits | P42574 | recombinant procaspase-3 D3A, Ac-DEVD-pNA absorbance 405 nm;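 active means activation above the mean of all tested compounds plus 3 SD, cut at about 21% in these data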;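 further: 0% = DMSO alone and 100% = DMSO wells spiked with extra 5 µM PC-3 D3A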
#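 material = Procaspase-3 D3A mutant | probe or stimulus = Ac-DEVD-pNA | compound = single dose, 8.5 µM nominal compound, 0.8% DMSO | timing = 1 h preincubation, 2 h reaction | measured by = 405 nm absorbance of p-nitroaniline, reads at 0 and 120 min | benchmarks = DMSO-only low control, 5 µM PC-3 D3A high control | repeats = singlicate, each compound tested once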
# AHR activator – activators of human aryl hydrocarbon receptor; P35869; AHR-responsive luciferase reporter cells, luminescence; activation, % at 5 µM; 320,000 compounds, 2.5% hits; in the data active means activation above about 47%;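 further: 0% = vehicle wells and 100% = reference agonist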
# EBNA-1 inhibitor – blocks EBNA-1 binding to DNA. EBNA-1 DNA binding, fluorescence polarization. inhibition, % at 14.8 µM. 300,000 compounds, 0.34% hits. AID 1950; in the data active means inhibition above about 28%
# procasp7 counter – counter-screen for procaspase-3 activators: activators of human procaspase-7; P55210; recombinant procaspase-7, Ac-DEVD-pNA absorbance 405 nm; D23A/D198A/D206A triple mutant, cannot self-cleave; scale: DMSO 0, 5 µM enzyme 100; activation, % at 8.5 µM; 330,000 compounds, 0.093% hits; AID 463210;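 active means percent activation above the screen-wide mean plus 3 SD, cut at about 25% in these data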
#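 Assay system: Uncleavable procaspase-7 mutant enzyme / Input: 2 µM procaspase-7 mutant as dispensed / Dosing: single nominal 8.5 µM compound dose, 0.8% DMSO final / Timing: 1 h enzyme–compound preincubation and 2 h substrate reaction, both 25 °C / Detection: p-Nitroaniline absorbance at 405 nm, read at 0 and 120 min / Replication: singlicate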
# An asterisk follows results filed as active; x = not tested or not shown.
SMILES	procasp7 counter	LAP4-GFP MLPCN	ZTA counter	RPL19A TOR yeast	procasp3 activ	MEP2 TOR yeast	AHR activator	EBNA-1 inhibitor
Cc1ccc(S(=O)(=O)N(C)CC(=O)Nc2ccccc2)cc1	-2	92	-2	98	9	97	0	-1
O=C(CC(Cc1ccccc1)C(=O)O)Nc1cccc(C(F)(F)F)c1 (stereo not given)	-1	112	14	118	9	112	1	15
O=c1[nH]ncc(NCCCO)c1Cl	-16	82	-11	97	-12	90	3	-10
O=C(COc1ccccc1F)NC1CC1	-1	103	-9	97	-13	103	3	-3
O=C(O)Cc1sc(Nc2cccc3ccccc23)nc1-c1ccc(Cl)cc1	-9	97	2	99	-5	102	56*	-2
CC(C)CN(C(=O)CN1CCN(S(=O)(=O)c2ccc3ccccc3c2)CC1)c1c(N)n(CC(C)C)c(=O)[nH]c1=O	-8	105	-11	106	2	112	2	-9
CCOc1cc(C2C3=C(CCCC3=O)N(CCC(=O)O)C3=C2C(=O)CCC3)ccc1OS(=O)(=O)c1ccc(C)cc1	-4	94	5	100	-6	102	0	-2
CCOc1ccc(S(=O)(=O)N(C)CC(=O)NCc2ccccn2)cc1Cl	-3	89	-3	102	4	106	-1	-2

# A stretch of the results above, as a working copy:
SMILES	procasp7 counter	LAP4-GFP MLPCN	ZTA counter	RPL19A TOR yeast	procasp3 activ	MEP2 TOR yeast	AHR activator	EBNA-1 inhibitor
Cc1ccc(S(=O)(=O)N(C)CC(=O)Nc2ccccc2)cc1	-2	92	-2	98	9	97	0	-1
O=C(CC(Cc1ccccc1)C(=O)O)Nc1cccc(C(F)(F)F)c1 (stereo not given)	-1	112	14	118	9	112	1	15

# (list continues)
SMILES	procasp7 counter	LAP4-GFP MLPCN	ZTA counter	RPL19A TOR yeast	procasp3 activ	MEP2 TOR yeast	AHR activator	EBNA-1 inhibitor
Cc1ccc(C)c(N2CCN(C(=O)c3cc4ccccn4n3)CC2)c1	9	103	3	106	-4	105	1	-3
CS(=O)(=O)NCc1nnc(SCC(=O)NC2CCCCC2)n1-c1ccc(F)cc1	7	109	4	110	8	105	2	3
Cc1ccc(C)c(NC(=O)CSc2nc3[nH]ncc3c(=O)[nH]2)c1	2	95	-7	105	-2	97	5	6
CCN(c1ccccc1)S(=O)(=O)c1ccc(Cl)c(NC(=O)CN2CCCCCC2)c1	9	104	-15	101	4	101	0	0
CCC(NC(=O)c1oc2ccccc2c1COC)c1ccc(OC)cc1 (stereo not given)	1	86	0	97	9	106	5	-9
O=C(CN(Cc1ccccc1)S(=O)(=O)c1ccccc1)NC1CC1	2	96	0	100	3	102	1	1
CCC1CCCCN1S(=O)(=O)c1ccc2c(c1)CCN2C(=O)C1CCC1 (stereo not given)	-6	113	-16	99	0	110	1	-21
CC(=O)c1ccc(N2CCN(C(=O)C3CCCN(c4ncnc5c4nc4n5CCCCC4)C3)CC2)cc1 (stereo not given)	9	89	-9	99	1	98	-1	-5
c1ccc(-c2nnc(N3CCOCC3)c3ccccc23)cc1	-2	101	7	96	1	100	-1	-4
Cc1ccccc1Sc1ncccc1[N+](=O)[O-]	5	102	-2	97	-9	101	-1	3
O=C(c1ccc(S(=O)(=O)c2cccc(Cl)c2)c([N+](=O)[O-])c1)N1CCN(c2ccccn2)CC1	5	111	5	98	5	102	-2	8
CCS(=O)(=O)N1Cc2ccccc2CC1C(=O)Nc1cc(S(C)(=O)=O)ccc1Cl (stereo not given)	7	106	23	105	5	110	0	13
O/N=C(/c1ccc(Cl)cc1)C1CC1c1ccccc1 (stereo not given)	4	116	-17	93	-2	109	2	7
O=C(COC(=O)/C=C/c1ccc(F)cc1)NCc1ccc2c(c1)OCO2	-7	89	x	98	6	88	-2	x
CN(Cc1ccccc1)C(=O)Cn1cccc1C(=O)c1ccccc1	6	92	-11	97	-3	108	-2	-18
O=C(O)CCCCCNC(=O)/C=C/c1ccco1	1	97	1	96	12	99	3	-1
Cc1cccc(OCc2nc(-c3nonc3N)no2)c1C	-14	101	-20	101	-3	101	-1	-9
CCn1cc(CNC(=O)c2cc(COc3ccc(F)cc3F)on2)cn1	-13	93	-5	101	-2	99	-4	-6
COC(=O)c1[nH]c(C)c(/C(O)=C2\C(=O)C(=O)N(CCN3CCOCC3)C2c2ccccc2OC)c1C (stereo not given)	-5	91	7	96	2	91	19	-2
Cc1cccc(NC(=O)c2cccc(N3C(=O)C4CCC(C)CC4C3=O)c2)c1C (stereo not given)	-5	85	-10	101	5	106	0	-7
CC(C)Cn1c(N)c(C(=O)COC(=O)c2ccc(O)cc2O)c(=O)n(C)c1=O	13	102	10	99	0	96	0	6
Cc1ccsc1/C=N/NC(=O)CNC(=O)c1ccccc1	-2	98	-2	106	-3	107	0	-10
CC(C)(OC(=O)c1ccc(F)cc1)c1cc2ccccc2c(=O)o1	-1	108	10	101	7	97	4	x
CCc1cccc(NC(=O)Cc2cn(C)c3ccccc23)c1	5	109	-18	98	5	99	104*	2

# The final five entries of the part before open the next one.
SMILES	procasp7 counter	LAP4-GFP MLPCN	ZTA counter	RPL19A TOR yeast	procasp3 activ	MEP2 TOR yeast	AHR activator	EBNA-1 inhibitor
Cc1cccc(NC(=O)c2cccc(N3C(=O)C4CCC(C)CC4C3=O)c2)c1C (stereo not given)	-5	85	-10	101	5	106	0	-7
CC(C)Cn1c(N)c(C(=O)COC(=O)c2ccc(O)cc2O)c(=O)n(C)c1=O	13	102	10	99	0	96	0	6
Cc1ccsc1/C=N/NC(=O)CNC(=O)c1ccccc1	-2	98	-2	106	-3	107	0	-10
CC(C)(OC(=O)c1ccc(F)cc1)c1cc2ccccc2c(=O)o1	-1	108	10	101	7	97	4	x
CCc1cccc(NC(=O)Cc2cn(C)c3ccccc23)c1	5	109	-18	98	5	99	104*	2
Cc1ccc2nc(SCC(=O)Nc3cccc4ccccc34)nc(=O)n2c1	6	105	0	103	-2	99	3	-5
COc1cc(/C=C/C(=O)O)cc(S(=O)(=O)NCc2ccc3c(c2)OCO3)c1OC	5	117	4	104	0	106	0	12
CCOc1ccc(Oc2ccc(NC(=O)[C@@H](NC(N)=O)[C@@H](C)CC)cc2)cc1	5	110	13	102	-7	112	3	-1
Cc1ccc(C)c2nc(SCC(=O)Nc3ccc4c(c3)OCO4)c(C#N)cc12	2	94	-8	94	9	98	-1	-6
CCC(C)(C)NC(=O)C(c1ccc(OC)cc1)N(C(=O)CCC(=O)Nc1cc(C)on1)c1ccc2c(c1)OCCO2 (stereo not given)	-3	96	-7	98	9	91	-1	3
CCCCC(=O)Nc1ccc(S(=O)(=O)Nc2nccc(C)n2)cc1	2	112	-4	86	-3	92	1	12
CCc1ccc(C(=O)/C=C/NCc2ccc(F)cc2)cc1	-12	99	-7	106	-5	106	-2	-2
CCc1ccccc1NC(=O)CSc1ncn[nH]1	8	75	1	113	2	95	-1	8
COc1ccc(S(=O)(=O)Nc2ccc(F)c(Cl)c2)cc1OC	9	99	1	96	1	111	7	6
CCOC(=O)N1CCN(C(=O)COc2cccc3c2CCN(Cc2cccc(C)c2)C3=O)CC1	-1	92	-9	100	5	100	6	-5
Cc1cccc(OC(=O)c2cccnc2)c1C	6	100	-12	102	3	110	5	5
COc1ccc(NC(=S)N(C)CC2COc3ccccc3O2)cc1 (stereo not given)	-3	100	1	95	6	88	3	1
CC(C)NC(=O)NC(=O)COC(=O)Cc1ccsc1	-8	x	-17	98	1	99	0	8
C#CC(C)(CC)NC(=O)Cn1nnc(-c2cccc(C(F)(F)F)c2)n1 (stereo not given)	-9	94	-11	107	0	100	7	-3
S=c1[nH]nc(-c2ccc3ccccc3n2)n1-c1ccccc1Cl	-25	109	8	105	-7	115	5	11
CC(C)Cn1cnc2c1c(=O)n(CC(O)c1ccccc1)c(=O)n2CC(C)C (stereo not given)	-5	103	-1	97	8	103	-4	3
COc1ccc(NC(=O)CNc2ccc(C#N)cc2)cc1	-1	98	1	95	3	105	-3	3
CCOc1ccc(NS(=O)(=O)c2cc(NC(=O)c3cccc(C)c3)ccc2Cl)cc1	-2	98	10	100	-3	95	10	14
O=C(NNC(=O)c1ccccc1Cl)c1cc2cc(OC(F)(F)F)ccc2[nH]1	-7	99	-19	107	-2	108	-1	-10
COc1ccc(S(=O)(=O)NCc2cccnc2)cc1C	1	94	-8	103	7	107	3	-6

# Taken from above.
# O=C(NNC(=O)c1ccccc1Cl)c1cc2cc(OC(F)(F)F)ccc2[nH]1 in LAP4-GFP MLPCN reads 99
# CCOc1ccc(NS(=O)(=O)c2cc(NC(=O)c3cccc(C)c3)ccc2Cl)cc1 in RPL19A TOR yeast reads 100
# COc1ccc(S(=O)(=O)NCc2cccnc2)cc1C in AHR activator reads 3
# COc1ccc(NC(=O)CNc2ccc(C#N)cc2)cc1 in MEP2 TOR yeast reads 105

# Record cards, from the list above. Screens in order: procasp7 counter	LAP4-GFP MLPCN	ZTA counter	RPL19A TOR yeast	procasp3 activ	MEP2 TOR yeast	AHR activator	EBNA-1 inhibitor
# `Cc1ccc2nc(SCC(=O)Nc3cccc4ccccc34)nc(=O)n2c1` is listed as 6	105	0	103	-2	99	3	-5
# `CCc1ccc(C(=O)/C=C/NCc2ccc(F)cc2)cc1` is listed as -12	99	-7	106	-5	106	-2	-2

# This is a random part of the collection; about 3.8% have a hit in one of these screens.
